# NR2E3 ag-1 = agonists of human nuclear receptor NR2E3 | GST-NR2E3/biotin-RetCOR TR-FRET, 1536-well | inhibition of corepressor binding, % at 4.78 µM | Q9Y5X4 | AID 2300 | actives 0.12% (n = 320,000);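 active = percent inhibition above the cutoff of mean plus 3 SD of all tested compounds, set per screening campaign, cut at about 20% in these data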;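 note: 0% = DMSO wells and 100% = biotin wells as full block of FRET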
# Target sequence (Q9Y5X4 whole entry, looked up): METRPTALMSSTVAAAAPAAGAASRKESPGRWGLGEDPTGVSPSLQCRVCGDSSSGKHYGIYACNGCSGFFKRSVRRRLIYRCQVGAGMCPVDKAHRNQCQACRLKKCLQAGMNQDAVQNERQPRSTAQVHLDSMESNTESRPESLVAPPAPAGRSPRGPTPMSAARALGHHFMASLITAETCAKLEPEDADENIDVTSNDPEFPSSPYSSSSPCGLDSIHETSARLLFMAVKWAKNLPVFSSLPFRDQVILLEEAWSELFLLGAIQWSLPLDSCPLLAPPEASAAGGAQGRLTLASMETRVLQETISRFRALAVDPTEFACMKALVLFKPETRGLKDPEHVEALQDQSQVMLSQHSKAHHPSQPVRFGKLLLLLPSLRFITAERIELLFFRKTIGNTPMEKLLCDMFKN
#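 System: GST-tagged NR2E3 plus biotinylated RetCOR corepressor; Buffer or medium: pH 7.5 Tris-based buffer; Probe or stimulus: RetCOR corepressor, biotinylated, 7 nM; Doses: compound at 4.8 µM, single dose; Schedule: 5 h incubation at 4 °C; Technique: time-resolved FRET; Evaluation: percent inhibition of TR-FRET ratio; Replication: one well per compound, singlicate testing.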
# TRPM1 prom inh = MITF TRPM1 promoter inhibition in SK-MEL-5 cells; actives 0.83% (n = 330,000); SK-MEL-5 TRPM1 promoter luciferase, 24 h; inhibition, % at 12.5 µM;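 active = mean inhibition across replicates of 60% or more, whatever share of single replicates reaches that level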; note: values of inactives mirror those of a sister screen read the other way
# CF NFkB block = inhibitors of cystic fibrosis induced NF-kB | KKLEB NF-kB-GFP reporter, PAF-induced, GFP fluorescence overnight | inhibition, % at 5 µM | actives 0.86% (n = 360,000) | AID 588850;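 active = at least 50% inhibition at 5 µM, scaled per plate between neutral and stimulator controls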;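 note: PAF is a Pseudomonas aeruginosa culture filtrate used as stimulus; plate controls were PAF-stimulated DMSO wells for no effect and unstimulated DMSO wells for full effect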
# HIF-2a inh = blocks HIF-2a reporter activity; actives 0.72% (n = 360,000); inhibition, % at 18.8 µM; 786-0 RCC cells HIF-2a reporter, luciferase luminescence, overnight;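 active = inhibition of the luminescence signal of 40% or more relative to plate controls, in a single-dose primary screen at 18.75 µM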
# aDG glyco up = increases alpha dystroglycan glycosylation; Pro5-aDG cells, alpha-DG glycosylation AlphaScreen (IIH6); 0% Pro5, 100% B10-LARGE cell signal; activation, % at 10 µM; actives 0.22% (n = 360,000); AID 624168;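 active = activation of at least 8% versus controls, or a plate z-score of at least 8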;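 note: Pro5 are CHO cells carrying HIG-tagged alpha-DG that lacks glycosylation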
# Shn3 inh set2 = Schnurri-3 reporter inhibition in Clone20 osteoblasts | Clone20 osteoblast Shn3 3'UTR firefly luciferase, 24 h | inhibition, % at 12.5 µM | actives 0.52% (n = 360,000);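 active = mean inhibition of at least 75% with every replicate also reaching 75%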;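 note: 0% = median of neutral control wells and 100% = pilot-screen positive control compound; some compounds past the cut are filed as inactive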
# KKLEB tox = CF airway cell cytotoxicity counter-screen; KKLEB CF airway cells viability, ATPlite luminescence, overnight; stronger effect = lower value; cells stimulated with P. aeruginosa culture filtrate; activity change (cytotoxicity), % at 5 µM; actives 0.36% (n = 360,000);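 active = corrected activity change at or below -50% at 5 µM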
# hiPSC survival = enhancers of human iPSC single-cell survival | hiPSC single-cell survival, ATPlite luminescence; 100% = ROCK inhibitor wells, 0% = DMSO | survival enhancement, % at 20 µM | actives 0.044% (n = 360,000); in the data active = survival enhancement above about 18%;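 note: cells exposed to compounds for 16 hours before the ATP read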
# TWEAK-Fn14 inh = inhibitors of TWEAK-Fn14 interaction signaling; inhibition, % at 10 µM; actives 2% (n = 360,000); TWEAK-stimulated Fn14 reporter cells, luciferase luminescence, 8 h; in the data active = inhibition above about 50%
# Peg3 prom inh = Peg3 promoter activity inhibition | inhibition, % at 20 µM | actives 1.7% (n = 360,000) | HeLa PEG-Prom luciferase reporter, luminescence, overnight;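 active = inhibition of at least 50% at 20 µM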
# NR2E3 ag-2 = human photoreceptor-specific nuclear receptor agonism. actives 0.35% (n = 360,000). AID 602229. Q9Y5X4. inhibition of corepressor binding, % at 3.98 µM. CHO-S Gal4-NCOR/VP16-NR2E3 two-hybrid, luciferase;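 active = inhibition above the mean of all tested compounds plus 3 SD, cut at about 70% in these data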;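 note: 0% = DMSO with NR2E3 transfected cells and 100% = cells lacking NR2E3 construct; higher means lower luciferase signal from less NR2E3 corepressor binding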
# Active calls of the source: *; x = no result given. Compounds were not picked by outcome. About 4.4% of those tested had a hit in this group.
SMILES,NR2E3 ag-1,TRPM1 prom inh,CF NFkB block,HIF-2a inh,aDG glyco up,Shn3 inh set2,KKLEB tox,hiPSC survival,TWEAK-Fn14 inh,Peg3 prom inh,NR2E3 ag-2
COc1cc(OC)cc(C(=O)Nc2ccc3nc4n(c(=O)c3c2)CCCCC4)c1,0,-49,8,-182,0.1,-103,6,-0.2,-36,-157,-49
CCCCn1c(N)c(N(CC(C)C)C(=O)C2CC(=O)N(Cc3ccccc3)C2)c(=O)[nH]c1=O (stereo not given),0,2,32,1,-0.1,15,-13,0.0,-2,-1,26
COc1ccccc1N1CCN(c2cnccn2)CC1,7,-10,20,-14,0.7,-19,2,0.1,-15,-21,-1
COC(=O)c1ccc(CSc2nnc(-c3ccccc3)n2C)o1,7,0,-5,3,-0.3,-6,14,-0.6,-18,2,-3
CCOC(=O)C1CCN(C(=O)CSc2nc(N)cc(=O)[nH]2)CC1,1,3,11,8,0.1,-3,4,-0.4,11,11,-7
O=C(O)CCC(=O)N1CCN(c2nc(-c3ccccc3)c3cc(Br)ccc3n2)CC1,3,1,22,10,-0.1,-15,18,-0.3,26,12,10
CN(c1ccc2nc3ccccc3c(=O)n2n1)C1CCCCC1,1,85*,15,78*,-0.5,75,-54*,-4.0,105*,82*,63
CCC(CO)NCC#Cc1ccccc1 (stereo not given),0,1,-1,3,-0.1,-3,-2,0.0,-2,13,-17
COc1cccc(-c2nc(CS(=O)(=O)CC(=O)N3CCCCC3)c(C)o2)c1,1,14,-8,0,0.2,5,-3,-0.7,-8,-13,-2
C[C@H](CO)N1C[C@H](C)[C@@H](CN(C)S(=O)(=O)c2ccc(Oc3ccccc3)nc2)OCc2cnnn2CCCC1=O,x,x,4,13,-0.1,-2,-10,2.0,2,8,2
CCOC(=O)N1CCC(NS(=O)(=O)c2ccc3c(c2)CCN3C(C)=O)CC1,-3,13,-2,17,0.6,24,18,-1.0,-1,7,19
C=CCc1ccc(OCCOCCOc2ccccc2[N+](=O)[O-])c(OC)c1,-1,-1,7,-46,0.1,5,-8,-0.1,-7,-8,-60
CCN(C(=O)C1CCCCC1)c1nnc(-c2cccnc2)s1,-1,-8,2,-12,0.0,14,-1,-2.6,-6,-1,-7
Cc1ccc(C(=O)CSc2nnc(-c3ccncc3)n2C)cc1,4,10,-17,7,-0.4,3,12,0.8,0,2,-25
CCCCOCP(=O)(CC)COCCCC,5,-1,-2,11,0.5,3,-1,4.0,-7,14,-8
Cc1cnc(C(=O)OCC(=O)NC2CCCCC2)cn1,1,0,-17,-4,-0.3,-3,-4,1.0,-7,15,-19
COCCCNC(=O)C1CC(=O)N(Cc2ccc(OC)cc2)C1 (stereo not given),-2,4,2,12,0.0,-5,3,-2.0,11,5,-15
CCOc1cc(C(=O)NC2=NCCS2)cc(OCC)c1OCC,3,-4,-18,-23,0.0,14,-5,1.4,-8,-15,-10
Cc1cccc(NC(=O)COC(=O)C(NC(=O)c2cccc(S(=O)(=O)N3CCOCC3)c2)C(C)C)c1 (stereo not given),x,7,-1,-3,0.0,-15,-6,-0.4,-6,9,-11
O=C(c1ccc(F)c(S(=O)(=O)N2CCOCC2)c1)N1CCN(c2ncccn2)CC1,2,8,-4,10,-0.3,21,7,2.5,-29,9,11
CC(C)(C)NC(=O)c1ccc(COc2ccc(Cl)cc2Cl)o1,0,1,9,-25,0.4,36,1,-0.5,-22,2,-6
C=CCN(c1ccccc1)S(=O)(=O)c1cccc(C(=O)NCC2CCCO2)c1 (stereo not given),-2,10,-11,19,-0.2,14,10,-0.4,16,-4,-16
O=C(c1cc(S(=O)(=O)N2CCOCC2)ccc1F)N(CCc1ccccc1)Cc1ccccc1,-1,3,4,13,0.1,6,-5,-0.2,12,32,-3
CSc1ccc(/C=C/C(=O)OCC(=O)NC2CCCCCC2)cc1,x,x,-21,-1,0.4,1,-5,3.6,-20,0,-15
CC(=O)c1cccc(NC(=O)c2ccccc2N(C)S(=O)(=O)c2ccc(C)cc2)c1,-5,5,0,10,0.1,10,1,0.2,6,11,-12

# 4 records drawn at random from the list so far, as already listed:
SMILES,NR2E3 ag-1,TRPM1 prom inh,CF NFkB block,HIF-2a inh,aDG glyco up,Shn3 inh set2,KKLEB tox,hiPSC survival,TWEAK-Fn14 inh,Peg3 prom inh,NR2E3 ag-2
O=C(c1ccc(F)c(S(=O)(=O)N2CCOCC2)c1)N1CCN(c2ncccn2)CC1,2,8,-4,10,-0.3,21,7,2.5,-29,9,11
COc1ccccc1N1CCN(c2cnccn2)CC1,7,-10,20,-14,0.7,-19,2,0.1,-15,-21,-1
COC(=O)c1ccc(CSc2nnc(-c3ccccc3)n2C)o1,7,0,-5,3,-0.3,-6,14,-0.6,-18,2,-3
COc1cccc(-c2nc(CS(=O)(=O)CC(=O)N3CCCCC3)c(C)o2)c1,1,14,-8,0,0.2,5,-3,-0.7,-8,-13,-2

# Molecules from the list above with fluorine:
SMILES,NR2E3 ag-1,TRPM1 prom inh,CF NFkB block,HIF-2a inh,aDG glyco up,Shn3 inh set2,KKLEB tox,hiPSC survival,TWEAK-Fn14 inh,Peg3 prom inh,NR2E3 ag-2
O=C(c1ccc(F)c(S(=O)(=O)N2CCOCC2)c1)N1CCN(c2ncccn2)CC1,2,8,-4,10,-0.3,21,7,2.5,-29,9,11
O=C(c1cc(S(=O)(=O)N2CCOCC2)ccc1F)N(CCc1ccccc1)Cc1ccccc1,-1,3,4,13,0.1,6,-5,-0.2,12,32,-3

# (cont.)
SMILES,NR2E3 ag-1,TRPM1 prom inh,CF NFkB block,HIF-2a inh,aDG glyco up,Shn3 inh set2,KKLEB tox,hiPSC survival,TWEAK-Fn14 inh,Peg3 prom inh,NR2E3 ag-2
CC(NC(=O)CCNC(=O)c1ccco1)c1ccccc1 (stereo not given),3,-1,-9,-5,-0.1,-5,1,-0.3,11,2,25
Cc1ccccc1CC(=O)Nc1cccnc1,4,-7,-17,12,0.7,15,-1,-0.2,5,10,-16
O=C(Nc1ccc(Br)cc1Cl)c1ccc(OCC2CCCO2)cc1 (stereo not given),x,-60,6,-261,-0.2,-43,-2,-0.7,-2,-257,-115
COc1ccc(NC(=O)COC(=O)C2CC2)cc1S(=O)(=O)N1CCCCC1,3,-1,-3,7,0.0,-13,16,1.0,-3,9,-10
O=C(NCc1cccs1)c1ccc(CS(=O)Cc2ccc(Cl)cc2)o1 (stereo not given),x,x,-5,13,0.0,-22,-6,1.7,-16,-2,1
Cc1cccc(OC(=O)CCN2C(=O)C3C4C=CC(C5CC45)C3C2=O)c1C (stereo not given),4,-1,-12,16,-0.3,8,4,2.0,-1,13,-8
Cc1oc2c(c1C(=O)NCc1cc(C(=O)O)co1)CCCC2,-3,3,10,14,0.1,-5,-5,-0.3,-1,9,-16
Cc1cc(C)n(CCc2nc(-c3ccc(C(C)(C)C)cc3)cs2)n1,-1,-11,-10,-12,1.0,18,-11,-1.0,15,-22,-29
CCCCN(CCCC)CC(O)COc1ccc(Br)cc1 (stereo not given),-1,-10,-21,6,0.1,-7,0,-0.2,-4,-4,8
Cc1cccc(C)c1NC(=O)CN(Cc1ccccc1)Cc1ccccc1,x,x,-23,12,0.2,18,9,-2.4,-15,23,12
CC(C)[C@H](NC(=O)c1ccc([N+](=O)[O-])cc1Cl)C(=O)N1CCN(C/C=C/c2ccccc2)CC1,x,4,-13,-10,1.2,15,11,-1.6,17,3,15
CCCCCC(=O)Nc1cc2[nH]c(=O)cc(COC)c2cc1C,1,0,-16,14,0.1,-12,7,1.3,0,25,14
C=CCOC(=O)C1C(=O)CC(C)(O)C(C(=O)OCC=C)C1c1ccc(OCC)cc1 (stereo not given),0,-4,4,20,0.0,8,-10,4.4,-1,4,-39
CC(=O)Nc1ccc(C(=O)N2CCCC(c3cc(C(=O)Nc4ccccc4)no3)C2)cc1 (stereo not given),x,x,7,-120,-0.1,-19,-13,-1.4,46,-94,-20
c1ccc(-c2nc(C3CCCCC3)no2)cc1,2,-94,-6,-154,-0.2,-93,-3,2.9,-1,-101,-12
NNC(=O)c1ccc(COc2ccccc2)cc1,4,1,2,-6,-0.2,-9,7,1.3,-18,-23,1
CCCCn1nnnc1C1(C)CCC(=O)N1CCOc1ccccc1 (stereo not given),x,x,x,4,-0.2,x,x,1.0,2,x,-1
O=CNCCCc1nc2ccccc2n1Cc1cccc2ccccc12,2,9,2,16,-0.1,19,-10,1.4,5,28,1
Clc1cccc(Cl)c1Cn1c(-c2cccnc2Cl)nc2ccccc21,0,2,9,4,0.0,-8,-4,-2.3,-8,37,5
Cc1ccc(C(=O)NC(=S)Nc2nc(-c3cccc([N+](=O)[O-])c3)cs2)c(Cl)c1,1,-4,-30,-5,0.2,-22,1,-0.6,-38,-6,-27
COc1c(S(=O)(=O)NCCN2CCOCC2)ccc(Cl)c1Cl,4,-6,9,4,0.2,4,5,-1.0,-1,21,-10
NS(=O)(=O)c1cccc(NS(=O)(=O)c2cccc(C(F)(F)F)c2)c1,-2,-3,4,8,-0.2,-13,1,-0.4,3,7,2
CC1(C)CC(NCc2ccccc2)CCO1 (stereo not given),-7,-2,-8,16,0.5,-33,10,-0.3,-9,3,-2
COc1ccc2c(CN3CCN(c4ccc(Cl)c(Cl)c4)CC3)cc(=O)oc2c1,x,x,-2,11,-0.2,-6,-6,-0.3,13,4,-5
CCOC(=O)c1sc2cc([N+](=O)[O-])cc(SCC(C)C)c2c1N,3,-16,-35,-12,-0.2,7,3,1.1,-2,12,25
C[C@H]1CN([C@@H](C)CO)S(=O)(=O)c2ccc(Br)cc2O[C@@H]1CN(C)S(=O)(=O)c1ccccc1F,x,x,-21,-5,-0.3,3,16,-2.9,11,4,10
O=C(c1nc2ccccn2c1CN1CCCC(O)C1)N1CCN(C2CCCCC2)CC1 (stereo not given),4,6,-21,4,-0.2,9,12,-0.5,15,14,-5

# Another view of two compounds above.
NS(=O)(=O)c1cccc(NS(=O)(=O)c2cccc(C(F)(F)F)c2)c1
  NR2E3 ag-1: -2
  TRPM1 prom inh: -3
  CF NFkB block: 4
  HIF-2a inh: 8
  aDG glyco up: -0.2
  Shn3 inh set2: -13
  KKLEB tox: 1
  hiPSC survival: -0.4
  TWEAK-Fn14 inh: 3
  Peg3 prom inh: 7
  NR2E3 ag-2: 2
CC1(C)CC(NCc2ccccc2)CCO1 (stereo not given)
  NR2E3 ag-1: -7
  TRPM1 prom inh: -2
  CF NFkB block: -8
  HIF-2a inh: 16
  aDG glyco up: 0.5
  Shn3 inh set2: -33
  KKLEB tox: 10
  hiPSC survival: -0.3
  TWEAK-Fn14 inh: -9
  Peg3 prom inh: 3
  NR2E3 ag-2: -2
